High-throughput results deposited in PubChem by several laboratories.
Mac1 fbg inh – blocks human CD11b/CD18 adhesion to fibrinogen. inhibition, % at 10 µM. actives 0.54% (n = 93,000). AID 1497. K562 CD11b/CD18 adhesion to fibrinogen, ATPlite luminescence; Mn2+ added to activate the integrin. P05107+P11215;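 active = primary inhibition of 50% or more at 10 µM, then 40% or more on retest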; also: some results filed as inactive read as strong as hits
Target sequence (P05107 whole entry, looked up, other chains not shown): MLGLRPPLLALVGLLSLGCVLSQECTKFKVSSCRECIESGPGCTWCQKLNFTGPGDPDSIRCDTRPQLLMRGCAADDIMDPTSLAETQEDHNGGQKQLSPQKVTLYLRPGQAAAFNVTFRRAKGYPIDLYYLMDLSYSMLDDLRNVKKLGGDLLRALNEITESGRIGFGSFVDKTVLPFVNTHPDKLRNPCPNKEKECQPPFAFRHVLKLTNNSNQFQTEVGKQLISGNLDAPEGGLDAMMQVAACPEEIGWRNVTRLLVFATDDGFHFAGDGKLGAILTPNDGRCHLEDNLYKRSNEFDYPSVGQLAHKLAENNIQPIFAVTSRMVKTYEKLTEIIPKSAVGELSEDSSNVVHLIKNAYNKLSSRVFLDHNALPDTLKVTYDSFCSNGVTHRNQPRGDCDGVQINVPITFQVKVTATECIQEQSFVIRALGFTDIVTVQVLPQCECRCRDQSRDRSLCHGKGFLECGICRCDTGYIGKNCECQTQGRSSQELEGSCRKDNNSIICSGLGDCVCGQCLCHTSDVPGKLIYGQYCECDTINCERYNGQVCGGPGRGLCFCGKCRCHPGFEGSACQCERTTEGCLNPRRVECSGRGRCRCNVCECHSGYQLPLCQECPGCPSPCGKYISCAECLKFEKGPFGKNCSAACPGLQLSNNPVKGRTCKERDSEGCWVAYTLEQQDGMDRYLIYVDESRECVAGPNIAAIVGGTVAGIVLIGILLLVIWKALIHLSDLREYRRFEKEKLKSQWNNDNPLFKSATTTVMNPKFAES
MT1-MMP txn act – activates MT1-MMP transcription | activation factor at 10 µM | actives 0.16% (n = 86,000) | HT1080 MT1-MMP promoter luciferase reporter, luminescence, overnight; stronger effect = higher value | AID 750;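 active = activation factor of at least 2 for MT1-MMP transcription at 10 µM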
sEH inh – inhibitors of human soluble epoxide hydrolase | P34913 | recombinant human sEH enzymatic activity assay | inhibition, % at 2 µM | actives 0.34% (n = 91,000); in the data active = inhibition above about 80%; also: values of inactives mirror those of a sister screen read the other way; many of its hits are not listed in these tables
Smad3 FoxH1 inh – inhibitors of human Smad3 transcription factor binding; TR-FRET Smad3/Dy647-FoxH1 peptide binding, europium anti-His; actives 0.29% (n = 88,000); inhibition, % at 25 µM;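 active = compounds that reduce the energy-transfer binding signal between the protein and its labelled peptide by more than half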;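 also: 0% = Smad3 plus labelled peptide maximal FRET and 100% = peptide-only background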
Mac1 fbg enh – increases human CD11b/CD18 adhesion to fibrinogen; P05107+P11215; K562 CD11b/CD18 adhesion to fibrinogen, ATPlite luminescence; activation, % at 10 µM; actives 0.07% (n = 93,000);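 active = 10 µM primary screen giving 50% or more activity, confirmed by 40% or more on retest at that dose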; also: strong numbers were not always called active; reference of the scale not given here
sEH activator – soluble epoxide hydrolase (human) activation | actives 0.04% (n = 91,000) | P34913 | purified human sEH enzymatic activity, activator screen | AID 717 | activation, % at 2 µM; in the data active = activation above about 37%; also: values of inactives mirror those of a sister screen read the other way
Calb biofilm kill – kills Candida albicans biofilms; inhibition, % at 6 µM; AID 834; actives 0.14% (n = 85,000); C. albicans biofilm + clotrimazole, Alamar Blue;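 active = inhibition above 20%; inactive = inhibition below 20%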;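 also: preformed 24 hr biofilms exposed to compound for 48 hr; 0% = biofilm without compound and 100% = blank killed by clotrimazole plus chlorhexidine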
ERb SRC1 inh – blocks coactivator binding to human estrogen receptor beta | actives 1.3% (n = 86,000) | TR-FRET ER-beta LBD / SRC1-Cy5 peptide binding; receptor agonist-loaded with 1 µM estradiol | inhibition, % at 25.6 µM;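 active = compounds whose percent inhibition of the receptor-coactivator binding signal exceeds about 50% in the single-dose screen, limit read from the data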;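 also: 0% = receptor plus peptide wells without compound and 100% = peptide-only wells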
ERa coact pot – ER-alpha (human) coactivator binding potentiation | TR-FRET ERalpha-LBD/SRC-Cy5 coactivator binding, 2 h; 100 = basal binding, no effect | coactivator binding (% of control), % at 25.6 µM | actives 1.3% (n = 86,000) | AID 639; in the data active = activity above about 200%;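 also: binding measured in presence of low estradiol as agonist stimulus; 0% = peptide alone without receptor and 100% = receptor with peptide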
* hit, by the source's call; · = not tested or not shown; [ ] = remark or other dose. An excerpt. The share of hits here may be higher or lower than overall.

SMILES	Mac1 fbg inh	MT1-MMP txn act	sEH inh	Smad3 FoxH1 inh	Mac1 fbg enh	sEH activator	Calb biofilm kill	ERb SRC1 inh	ERa coact pot
Cc1cc2ncn(C3CC(=O)N(Cc4ccc(N5CCCC5=O)cc4)C3=O)c2cc1C (stereo unspecified)	20	1.1	8	·	1	-9	·	·	·
O=C(CCC(=O)c1cccs1)Nc1ccccc1F	-10	1.4	-3	0	3	5	·	4	119
O=C(O)c1ccc(COc2ccc(/C=N/NC(=O)c3cccs3)cc2)cc1	-22	·	18	·	3	-17	·	·	·
COc1ccc(-c2csc(C3=C(O)CN(Cc4ccc(Cl)cc4)C3=N)n2)cc1OC	-11	·	8	·	26	-6	·	·	·
COc1ccc(N2CSC3=C(C#N)C(c4cccc(OC)c4OC)CC(=O)N3C2)cc1 (stereo unspecified)	-5	1.1	-2	33	-13	1	11	-13[fluorescence artefact?]	104[fluorescence artefact?]
CCCc1cc(=O)oc2c(CN3CCOCC3)c(O)ccc12	·	1.2	·	3	·	·	-1	-5	110
O=C(COc1ccc(Br)cc1CO)Nc1ccccc1F	24	1.4	0	1	-8	-1	7	-10	108
COc1ccccc1CN(Cc1nc2ccccc2c(=O)[nH]1)C(=O)Nc1cccc(C)c1	30	1.3	1	-8	2	-6	-2	1	89
Cc1ccc(S(=O)(=O)N2CCCC(C(=O)NCc3cccnc3)C2)cc1Cl (stereo unspecified)	-14	1.1	-5	-8	-2	3	4	2[fluorescence artefact?]	107
O=C(c1cccc(F)c1)N1CCN=C1SCc1cccnc1	-12	1	-4	5	3	2	2	-9	102
COC(=O)CSC1=C(C#N)C(c2ccsc2)CC(=O)N1 (stereo unspecified)	·	1.2	-7	0	·	13	1	-5	96
O=C(COC(=O)C1COc2ccccc2O1)Nc1ccc2c(c1)CCC2 (stereo unspecified)	0	1.1	·	6	-6	·	6	1	134
O=[N+]([O-])c1cc(Cl)ccc1Sc1cccc2cccnc12	-25	1.3	-13	-11	0	9	5	16	67
O=C(Nc1ccc(S(=O)(=O)NCc2ccco2)cc1)c1ccncc1	12	·	-1	·	0	-1	·	·	·
O=C(NNC1=NCCC1)c1cccc(Br)c1	24	1.2	2	1	-4	2	3	-6	110
COc1cc(C(=O)N2CCC(C(=O)Nc3cccc(C(C)=O)c3)CC2)cc(OC)c1OC	-5	1	·	10	4	·	-1	24	90
CCN1CCc2c(sc(NC(=O)c3ccc(S(=O)(=O)N4CCOCC4)cc3)c2C(N)=O)C1	-8	1.1	·	9	38	·	7	5	128[fluorescence artefact?]
COc1ccc(-n2c3c(cc(C(=O)Nc4ccc(C)cc4)c2=O)C(=O)CCC3)cc1	·	1.2	-2	5	·	5	4	4	110
CC1(C)Cc2c(sc3nc(-c4cccs4)n(N)c(=O)c23)CO1	6	1.3	·	4	-4	·	4	3	104
Cc1ccc(S(=O)(=O)c2c(N)n(CCN3CCOCC3)c3nc4ccccc4nc23)cc1C	1	1	-12	7	-2	12	10	29[fluorescence artefact?]	140[fluorescence artefact?]
O=C(O)COc1ccc(-c2nnn(CC(=O)O)n2)cc1	-11	1.2	0	36[fluorescence artefact?]	3	-2	11	9	82
COc1ccc(N/C(N)=N/c2nc(CSc3ccc(C)cc3)cc(=O)[nH]2)cc1	1	1	0	-6	3	0	8	-8	121
O=C(CSc1nc(O)cc(=O)n1-c1ccccc1)N1CCCCC1	-3	1	1	3	1	-3	7	4	96
CCOC(=O)N1CCC(N2C(=O)c3ccc(C(=O)Nc4ccc(F)cc4F)cc3C2=O)CC1	2	·	·	2	9	·	2	17[fluorescence artefact?]	109
O=C(CN1C(=O)CCC1=O)Nc1nc(-c2cccs2)cs1	14	1.1	·	11[fluorescence artefact?]	0	·	8	-5	93

The closing 7 entries of the section before open the next one.
SMILES	Mac1 fbg inh	MT1-MMP txn act	sEH inh	Smad3 FoxH1 inh	Mac1 fbg enh	sEH activator	Calb biofilm kill	ERb SRC1 inh	ERa coact pot
CC1(C)Cc2c(sc3nc(-c4cccs4)n(N)c(=O)c23)CO1	6	1.3	·	4	-4	·	4	3	104
Cc1ccc(S(=O)(=O)c2c(N)n(CCN3CCOCC3)c3nc4ccccc4nc23)cc1C	1	1	-12	7	-2	12	10	29[fluorescence artefact?]	140[fluorescence artefact?]
O=C(O)COc1ccc(-c2nnn(CC(=O)O)n2)cc1	-11	1.2	0	36[fluorescence artefact?]	3	-2	11	9	82
COc1ccc(N/C(N)=N/c2nc(CSc3ccc(C)cc3)cc(=O)[nH]2)cc1	1	1	0	-6	3	0	8	-8	121
O=C(CSc1nc(O)cc(=O)n1-c1ccccc1)N1CCCCC1	-3	1	1	3	1	-3	7	4	96
CCOC(=O)N1CCC(N2C(=O)c3ccc(C(=O)Nc4ccc(F)cc4F)cc3C2=O)CC1	2	·	·	2	9	·	2	17[fluorescence artefact?]	109
O=C(CN1C(=O)CCC1=O)Nc1nc(-c2cccs2)cs1	14	1.1	·	11[fluorescence artefact?]	0	·	8	-5	93
COC(=O)c1ccsc1NC(=O)CN1CCN(c2ccc(F)cc2)CC1	7	1	15	-1	0	-12	5	0	110
CCOC(=O)NC(Nc1cc(C)on1)(C(F)(F)F)C(F)(F)F	-1	1.1	·	-1	1	·	-1	-6	105
COc1ccccc1NC(=O)C(C)Sc1nnnn1C (stereo unspecified)	-2	1.1	·	15	2	·	-3	-2	102
c1ccc2c(Cn3nnc4ccccc43)cccc2c1	-9	1	-7	-3	-5	8	2	-11	102[fluorescence artefact?]
O=C(NCc1ccco1)C(c1ccco1)N(CCc1ccccc1)C(=O)Cn1nnc2ccccc21 (stereo unspecified)	5	1	-7	-2	-3	6	8	0	137
CCCCn1c(SCC(=O)Nc2cc(C)on2)nnc1-c1ccco1	5	1.2	-3	-22	-6	1	-2	6	106
OCCN1CCN(C(=S)NCCc2ccccc2)CC1	-37	·	20	·	-1	-18	·	·	·
Cc1cc(OC(C)C)nc(-c2ccccc2O)n1	3	1.1	-17	-11	-3	14	-4	-10	88
CCOC(=O)C1=C(C)NC2=C(C(=O)CC(C)(C)C2)C1c1ccc(N(C)C)cc1 (stereo unspecified)	-27	1.1	0	·	1	3	·	·	·
CCOC(=O)N1CCN(c2cc(=O)n(-c3ccccc3Cl)c(=O)[nH]2)CC1	-12	1.1	7	-5	0	-7	2	74*[fluorescence artefact?]	123[fluorescence artefact?]
O=S(=O)(c1cccc(-c2nc3ccccc3s2)c1)N1CCOCC1	-41	1.1	-3	15	-2	2	1	68*	100
Cc1ccc(-c2c(C)n([O-])c3c([n+]2=O)CCCC3)o1	0	1.2	1	-13	-1	3	8	-4	103
CCOC(=O)CCc1c(C)nc2cc(-c3ccccc3OC)[nH]n2c1=O	-3	1.2	·	-18	-1	·	-8	-1	80
O=C1OC2(c3ccccc3)C3CCCC2C13	4	1.1	-4	1	-4	5	0	-1	113[fluorescence artefact?]
O=C(O)c1cnn2c(C(F)F)cc(C(F)F)nc12	·	1	-4	-6	·	6	4	-8	99
c1ccc(-c2nc(NCC3CCCO3)c3oc4ccccc4c3n2)cc1 (stereo unspecified)	-8	1.9	-8	10	4	8	4	-10	89
O=C(NCCN=C1NS(=O)(=O)c2ccccc21)c1ccco1	-3	·	-2	·	-5	2	·	·	·
CCOC(=O)CN1CC23C=CC(O2)C(C(=O)NCCc2ccccc2)C3C1=O (stereo unspecified)	-14	1.2	-2	-14	4	1	5	-1	103
COC(=O)c1sc(N)c(C(=O)OC)c1COC(=O)c1c(C)noc1C	-2	0.6	-2	-3	-3	2	4	3	91
CC(C)(C)OC(=O)N1CCC(C(=O)O)CC1	6	·	9	0	-2	-9	3	-10	135
Nc1nnc(SCc2ccc3c(c2)OCO3)s1	19	1.3	3	5	-3	1	8	6	114
CN(Cc1nc(-c2cccnc2)no1)S(=O)(=O)c1ccc(Br)cc1	20	0.9	-4	5	0	4	7	-7	111
CCOC(=O)C(C#N)C(c1cccnc1)c1c(C)[nH][nH]c1=O (stereo unspecified)	0	1.1	-6	-1	6	2	7	3	109[fluorescence artefact?]
CCN(CC)C(=O)c1cc2sc3ccccc3c2s1	12	1.5	-13	3	0	13	-6	-2	108
O=C1CC(N2CCCN(C3CC(=O)N(c4ccc(F)cc4)C3=O)CC2)C(=O)N1c1ccc(F)cc1 (stereo unspecified)	9	1	-7	-3	1	3	-2	-5	116

Sorted by the number under Smad3 FoxH1 inh (low to high): 4 of the compounds above.
Molecule | Mac1 fbg inh | MT1-MMP txn act | sEH inh | Smad3 FoxH1 inh | Mac1 fbg enh | sEH activator | ERb SRC1 inh | ERa coact pot
c1ccc2c(Cn3nnc4ccccc43)cccc2c1 | -9 | 1 | -7 | -3 | -5 | 8 | -11 | 102[fluorescence artefact?]
COC(=O)c1ccsc1NC(=O)CN1CCN(c2ccc(F)cc2)CC1 | 7 | 1 | 15 | -1 | 0 | -12 | 0 | 110
CC(C)(C)OC(=O)N1CCC(C(=O)O)CC1 | 6 | · | 9 | 0 | -2 | -9 | -10 | 135
O=S(=O)(c1cccc(-c2nc3ccccc3s2)c1)N1CCOCC1 | -41 | 1.1 | -3 | 15 | -2 | 2 | 68* | 100

Next records
SMILES	Mac1 fbg inh	MT1-MMP txn act	sEH inh	Smad3 FoxH1 inh	Mac1 fbg enh	sEH activator	Calb biofilm kill	ERb SRC1 inh	ERa coact pot
CC(O)c1c(OCc2ccccc2)ncnc1OCc1ccccc1 (stereo unspecified)	30	1.2	8	·	3	-6	·	·	·
CS(=O)(=O)N(CC(=O)O)c1cc(Cl)cc(Cl)c1	-5	1	7	1	0	-5	7	-6	114
CCOc1ccc(CCNC(=O)CN2CCN(Cc3ccc(F)cc3)C2=O)cc1OCC	-4	·	-4	3	-3	5	3	-1	100
CCOC(=O)N1CCN(C(=O)c2ccc3nc(N4CCC(C)CC4)sc3c2)CC1	·	1.5	7	1	·	-6	6	2	126
CC12CC(NC(=O)N1CCc1ccccc1)c1ccccc1O2 (stereo unspecified)	1	1	·	-6	-4	·	-4	-1[fluorescence artefact?]	97
COc1cccc(-n2nnc3c(=O)n(CC(=O)N4CCC(Cc5ccccc5)CC4)cnc32)c1	0	1.2	-17	-3	2	14	-3	14	92
CCOC(=O)C1CCN(C(=O)CCc2c(C)nc3cc(-c4ccccc4)nn3c2C)CC1	-3	·	2	12	-2	-2	10	-3	104
CN1/C(=C\C(=O)c2ccco2)c2ccccc2CC1(C)C	1	1	8	2	-1	-7	13	-9	117
